Screening results as filed in PubChem.
p47phox inh: blocks human p47phox regulatory protein of NADPH oxidases | inhibition, % at 24.7 µM | p47phox/p22phox peptide binding, fluorescence polarization, 2 h | 220,000 tested, 0.53% active;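 active means inhibition above about 30%, limit read from the data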;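 further: 0% = p47phox with labelled peptide and 100% = labelled peptide alone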
RBBP9 inh: blocks human serine hydrolase RBBP9 | 220,000 tested, 0.2% active | recombinant RBBP9, FP-Rh probe fluorescence polarization | inhibition, % at 7.94 µM;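 active means inhibition above the campaign mean of all tested compounds plus 3 SD, cut at about 14% in these data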;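 further: plate controls were DMSO wells with RBBP9 for no effect and wells lacking RBBP9 protein for full effect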
Target sequence (O75884 whole entry, looked up): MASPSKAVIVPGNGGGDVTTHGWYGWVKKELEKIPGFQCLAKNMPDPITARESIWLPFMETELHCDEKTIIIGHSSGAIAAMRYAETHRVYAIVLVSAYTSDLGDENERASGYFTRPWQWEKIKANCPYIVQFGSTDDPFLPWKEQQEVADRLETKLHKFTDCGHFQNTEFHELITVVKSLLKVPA
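Assay system: recombinant human RBBP9; Reagent: Serine-hydrolase probe FP-Rh, 375 nM pre-mixing; Doses: 7.94 µM single dose, 0.794% DMSO; Incubation: 30 min then 45 min, 25 °C; Detection: fluorescence polarization (mP), excitation 525 nm, emission 598 nm; Evaluation: percent inhibition from mP, scaled between DMSO and no-protein wells.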
Calpain2 inh: calpain II (pig) inhibition; purified calpain II, fluorogenic peptide substrate, 30 min; inhibition, % at 16 µM; 220,000 tested, 0.37% active; AID 1236;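 active means inhibition above about 50%, limit read from the data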
Runt-SMMHC FRET: inhibitors of human RUNX1 Runt domain binding to CBFb-SMMHC; Q01196+Q13951; Cerulean-Runt/Venus-CBFb-SMMHC FRET ratio 530/480, 1 h; inhibition, % at 20 µM; 220,000 tested, 0.74% active; AID 1434;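 active means mean inhibition across duplicate retests at 20 µM reaching about 50%, limit read from the data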;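 further: 0% = DMSO wells and 100% = wells with excess untagged CBFb-SMMHC; inhibitors lower the FRET ratio by blocking Runt binding to CBFb-SMMHC; some results filed as inactive read as strong as hits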
p97 inhibitor: human p97 ATPase inhibition. 220,000 tested, 0.42% active. inhibition, % at 8 µM. recombinant p97 ATPase, Kinase-Glo ATP luminescence, 3 h. P55072; in the data active means inhibition above about 15%;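 further: 0% = DMSO vehicle and 100% = wells lacking enzyme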
EBV gp42 inh: inhibitors of Epstein-Barr virus glycoprotein 42 | Q1HVG2 | Fluorescence polarization binding assay, mP read-out | inhibition, % (tested at 21.74 µM) | 220,000 tested, 0.42% active | AID 1085; in the data active means inhibition above about 50%
Target sequence (Q1HVG2 whole entry, looked up): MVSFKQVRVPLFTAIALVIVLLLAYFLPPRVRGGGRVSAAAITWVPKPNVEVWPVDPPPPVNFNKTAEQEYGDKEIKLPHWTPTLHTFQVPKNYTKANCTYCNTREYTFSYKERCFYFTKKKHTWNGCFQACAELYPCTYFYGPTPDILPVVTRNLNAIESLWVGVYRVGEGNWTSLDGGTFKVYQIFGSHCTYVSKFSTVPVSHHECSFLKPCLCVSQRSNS
TbHK1 inh: T. brucei hexokinase 1 inhibition; recombinant TbHK1, G6PDH-coupled NADH A340; inhibition, % at 10 µM; 220,000 tested, 0.11% active;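 active means inhibition of 50% or more in the single-dose primary screen; inactive means inhibition below 50%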
Runt-CBFb FRET: blocks binding of human RUNX1 Runt domain to CBFb | Cerulean-Runt/Venus-CBFb FRET ratio 530/480, 1 h | inhibition, % at 20 µM | 220,000 tested, 0.46% active | AID 1496;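 active means inhibition over about 50% at 20 µM in the single-dose screen, limit read from the data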;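 further: 0% = DMSO wells and 100% = excess unlabeled CBFb competitor control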
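Measured by: fluorescence energy transfer, 422 nm excitation, 530/480 nm emission; test system: Cerulean-tagged RUNX1 Runt domain (FRET donor) fusion protein; buffer or medium: Tris pH 7.5 buffer with BSA; compound: one dose, 20 µM compound, 1% DMSO; times: two 1 h room-temperature incubations shielded from light; benchmarks: unlabeled CBFb 5 µM, positive control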
Furin inh: inhibitors of human furin; purified furin, fluorogenic substrate cleavage; P09958; 220,000 tested, 0.061% active; AID 463115; inhibition, % at 30 µM; in the data active means inhibition above about 25%; further: inactives centre near -15
Target sequence (P09958 108-714 limits assumed): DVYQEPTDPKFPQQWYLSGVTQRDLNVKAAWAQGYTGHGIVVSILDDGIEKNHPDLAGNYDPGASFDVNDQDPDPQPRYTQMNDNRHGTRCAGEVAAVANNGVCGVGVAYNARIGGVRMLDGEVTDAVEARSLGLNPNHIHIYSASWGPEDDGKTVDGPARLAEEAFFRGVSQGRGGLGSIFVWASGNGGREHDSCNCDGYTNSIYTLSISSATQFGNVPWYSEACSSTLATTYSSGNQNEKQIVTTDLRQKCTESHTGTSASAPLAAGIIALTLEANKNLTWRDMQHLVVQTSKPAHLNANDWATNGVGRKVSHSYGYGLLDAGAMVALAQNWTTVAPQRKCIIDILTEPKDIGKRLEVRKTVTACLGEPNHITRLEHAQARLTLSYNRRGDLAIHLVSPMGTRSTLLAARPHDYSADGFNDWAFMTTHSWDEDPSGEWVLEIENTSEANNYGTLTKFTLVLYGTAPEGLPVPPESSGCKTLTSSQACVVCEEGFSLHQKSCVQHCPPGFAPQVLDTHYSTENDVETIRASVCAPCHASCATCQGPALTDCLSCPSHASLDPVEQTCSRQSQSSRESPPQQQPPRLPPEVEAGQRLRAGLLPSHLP
Numbers without * were called inactive; i = inactive; / = no result given; [ ] = another dose, or the depositor's remark.

SMILES	p47phox inh	RBBP9 inh	Calpain2 inh	Runt-SMMHC FRET	p97 inhibitor	EBV gp42 inh	TbHK1 inh	Runt-CBFb FRET	Furin inh
O=S(=O)(Nc1ccccn1)c1cccc(S(=O)(=O)c2ccc(Cl)cc2)c1	18	-7	-16	1	5	-15	1	0	-24
Cc1nc(N2CCN(C(=O)CCC(=O)O)CC2)c2c(C)c(C)sc2n1	-2	-8	-16	-1	6	-29	-6	1	-23
Cc1ccccc1Nc1nc(N)nc(COC(=O)c2ccc(O)cc2)n1	-11	-3	-9	2	2	-31	-6	1	-21
O=C(O)c1cccc(S(=O)(=O)N2CCSCC2)c1	-5	-8	-31	2	7	-11	3	0	3
O=C(Nc1c(-c2ccccc2)nc2c(Br)cc(Br)cn12)c1ccco1	-9	-5	-11	-2	1	-9	-10	-5	-23
CCC(C)[C@@H](N)C(=O)N/N=C/c1ccc2ncccc2c1 (stereo not given in full)	0	-2	13	3	2	-20	-9	2	-9
COc1ccc2c(c1)c(C(=O)CN1CCc3ccccc3C1)c(C)n2C	2	-10	0	3	5	-26	-16	0	-14
Cc1noc(C)c1COC(=O)c1cnc(Cl)c(Cl)c1	2	2	-17	-2	2	-24	3	3	-30
N#CCSc1ncccc1-c1nc2ccccc2[nH]1	-29	-5	-19	-2	-3	-14	0	-2	-15[20 µM]
CCCCCCC/C(C)=N/NC(=O)CC(=O)NCCc1ccccc1	0	-1	-8	-4	1	-8	-3	1	-8[20 µM]
Cc1ccc(-c2nn(CCC(=O)Nc3cccnc3)c(=O)c3ccccc23)cc1	-9	-5	3	1	6	-15	1	-2	-11
CCOc1c2ccc(C(=O)NCC34CC5CC(CC(C5)C3)C4)cc2nn1CC	-13	-10	i	4	0	-20	-1	-8	-26[20 µM]
COc1cc(/C=N/NC(=O)CCn2c3ccccc3c3ccccc32)ccc1O	-8	-12	-6	-3	0	15	-19	-1	-15[20 µM]
Cc1ccc(C(=O)CNc2ccc(F)cc2)cc1	2	-4	36	3	7	-16	33	-1	-9
CN(C)/C=C(\C#N)C(=O)Nc1ccc(O)cc1F	-3	8	13	2	1	5	5	4	-20
O=C(CCC(=O)OCC(=O)c1ccc(Cl)cc1Cl)Nc1cccc2cccnc12	-24	-7	11	1	-4	3	0	-2	-12
O=C(CCN1C(=O)C2C3C=CC(C3)C2C1=O)N1CCN(c2ccc([N+](=O)[O-])cc2)CC1 (stereo not given)	0	-4	2	0	4	-21	-9	-2	-14
c1ccc(Nc2cccc(Nc3ccccc3)c2)cc1	-1	-3	44	3	-3	16	17	12	-10
COc1cc(CN2CCN(C(=O)CC(C)C)CC2)cc(OC)c1OC	0	-9	14	-2	7	-22	-5	-1	-21
CCCOc1ccc(N2C(=O)CC(N(CCc3ccc(OC)cc3)C(=O)c3cccc(F)c3)C2=O)cc1 (stereo not given)	-27	-5	-31	0	5	-15	-9	-1	-18[20 µM]
CCCCCCc1cc2cc(-c3nnc(-c4ccccc4)o3)c(=O)oc2cc1O	-27	-4	-209	81*	3	-73	6	85*	-5[20 µM]
COc1ccc(NC(=S)NC(=O)c2ccc(Br)o2)cc1	-119	-5	6	-2	-3	4	7	1	-4
CCOc1ccccc1CNCc1ccc(C(=O)O)cc1	0	1	-6	2	2	-10	-4	0	-12
COc1ccc(NS(=O)(=O)c2cccc(NC(=O)c3cnccn3)c2)cc1Br	-14	-16	-5	0	4	-7	-2	-1	-20
O=C(c1cccc(S(=O)(=O)N2CCCC2)c1)c1nnc(-c2ccncc2)o1	-17	7	-58	3	3	-15	0	-1	-13
COc1ccccc1-n1cccc1C=O	3	-3	-25	1	4	-1	1	0	-26
CCCc1cc(=O)[nH]c(SCC(=O)NCCCC(=O)OCC)n1	3	-6	-8	4	-2	-10	-4	-2	-22[20 µM]
CCOC(=O)CN(C(=O)CSc1nnc(-c2ccncc2)n1CCCN(C)C)c1ccccc1	-4	1	8	1	4	-23	10	-1	-25
CC1N(C)c2cc(NC(=O)c3ccco3)c(P(=O)(Nc3ccc([N+](=O)[O-])cc3)N3CCOCC3)cc2C1(C)C (stereo not given)	-156	-8	-93	-1	5	15	-32	-4	-12
CC(=O)Nc1nc(C)c(Oc2ccc(Cl)cc2Cl)c(=O)[nH]1	-3	-2	-62	4	2	-6	15	0	-9[20 µM]

Structures listed so far with a nitro group on carbon (2):
SMILES	p47phox inh	RBBP9 inh	Calpain2 inh	Runt-SMMHC FRET	p97 inhibitor	EBV gp42 inh	TbHK1 inh	Runt-CBFb FRET	Furin inh
O=C(CCN1C(=O)C2C3C=CC(C3)C2C1=O)N1CCN(c2ccc([N+](=O)[O-])cc2)CC1 (stereo not given)	0	-4	2	0	4	-21	-9	-2	-14
CC1N(C)c2cc(NC(=O)c3ccco3)c(P(=O)(Nc3ccc([N+](=O)[O-])cc3)N3CCOCC3)cc2C1(C)C (stereo not given)	-156	-8	-93	-1	5	15	-32	-4	-12

(list continues)
SMILES	p47phox inh	RBBP9 inh	Calpain2 inh	Runt-SMMHC FRET	p97 inhibitor	EBV gp42 inh	TbHK1 inh	Runt-CBFb FRET	Furin inh
CC(O)C(O)C(O)C(O)/C=N/NC(=O)c1ccccc1 (stereo not given)	-12	-3	21	4	-1	3	-5	2	-11
Cc1coc2c1C(=O)C(=O)c1c-2ccc2c(C)cccc12	9	/	-21	-4	/	-16	-6	-1	-25
Cc1noc(C)c1COc1ccc(C(=O)OC(C)C(=O)Nc2ccc(N3CCOCC3)cc2)cc1 (stereo not given)	-11	1	1	1	3	-25	-4	1	-16
CCOCCCNS(=O)(=O)c1ccc(-n2cnnn2)c(OC)c1	-7	-5	-5	-4	0	-1	-5	1	-15[20 µM]
Cc1sc2nc(SCC(=O)NCCOCCO)n(C)c(=O)c2c1C	12	-5	-10	-2	4	-6	-13	1	-18
CC(C)(C)[C@@H]1C=C(C(=O)N2CCN(Cc3ccccc3)CC2)O[C@H](OCc2ccc(CO)cc2)C1	/	-1	25	-3	-9	-5	-19	-2	-16
NC(=O)c1cnn(-c2cccc(Cl)c2)c1N	3	-17	10	0	-3	-15	-8	0	-16
Cn1c(-c2nnn(-c3ccc(F)cc3)n2)cc2ccccc21	-15	-10	7	-2	6	-3	-7	-2	-7
Cc1ccc(Cc2c(C)[nH]c(=S)[nH]c2=O)cc1	-4	0	-24	0	5	-43	-4	3	-19
Cn1c(SCC(=O)Nc2cccnc2)nnc1-c1ccccc1F	-3	0	-17	-5	6	-17	4	0	-23

Copied from the list.
Calpain2 inh result of `CCOCCCNS(=O)(=O)c1ccc(-n2cnnn2)c(OC)c1` : -5
Runt-SMMHC FRET result of `Cc1coc2c1C(=O)C(=O)c1c-2ccc2c(C)cccc12` : -4

(continued)
SMILES	p47phox inh	RBBP9 inh	Calpain2 inh	Runt-SMMHC FRET	p97 inhibitor	EBV gp42 inh	TbHK1 inh	Runt-CBFb FRET	Furin inh
COc1ccc(C2/C=C\CN(C(=O)C3CCCCC3)CC(=O)N2Cc2ccc(F)cc2)cc1 (stereo not given)	-13	/	1	0	/	-29	-7	1	-25
Cc1ccc([N+](=O)[O-])cc1S(=O)(=O)Nc1ccc(N2CCOCC2)cc1	-10	12	-8	0	1	-15	-1	2	-28
O=C(/C=C/c1ccco1)NCC(=O)N/N=C/c1ccc([N+](=O)[O-])cc1	-3	-1	-72	-2	12	36	-26	2	-8
Cc1cc(CNC(=O)CCc2nnc(CCCc3ccccc3)o2)nn1C	-5	-4	31	-1	-4	-4	9	-1	-9
Cc1ncc(CO)c2cc(S(=O)(=O)c3ccc(F)cc3)c(=O)oc12	-13	-4	-14	-3	1	-10	-8	2	-21
CCOc1nc(Nc2ccc(OC)c(Cl)c2)nc(OCC)n1	-30	-5	-22	2	-1	-4	-6	1	-1[20 µM]
O=C(c1cccc([N+](=O)[O-])c1)N1CCN(c2ccccn2)CC1	1	-2	-3	-2	5	-16	0	-2	-14
Oc1ccc(Br)cc1CNn1cnnc1	5	-9	16	2	3	4	8	-3	-24
Cc1ccc(S(=O)(=O)Cc2ccc(C(=O)N3CCN(c4ccc(F)cc4)CC3)o2)cc1	-10	-8	-50	-5	-3	-4	-6	0	-2
O=C(NCc1ccccc1Cl)c1ccc2nc[nH]c2c1	-12	-2	-11	-1	3	-2	1	2	-30
CC(C)n1nnnc1SCC(=O)Nc1ccccc1N1CCOCC1	-1	/	-15	-28	/	-16	/	-3	/
O=c1[nH]n2c(=O)c3c([nH]c2c1N=Nc1ccccc1)CCC3	5	-8	-1	-10	4	-15	2	-11	8
COC(=O)NCc1cccc(CNC(=O)OC)c1	-4	-9	12	-52	5	-21	8	-2	-23
CC(C)COc1cc(=O)[nH]c(SCC(C)C)n1	-8	-1	6	3	3	-10	4	-1	9[20 µM]
CCCC(=O)Nc1nc(-c2ccc(OC)cc2)cs1	-9	6	-9	0	1	-6	-4	0	-9[20 µM]
C=CCn1c(-c2cc(-c3ccccc3)sc2N)n[nH]c1=S	3	0	20	17	6	-10	-9	37	-12
COc1ccc(CC2(CO)CCN(S(=O)(=O)c3sccc3C)CC2)cc1	-9	-1	5	-6	0	-9	2	1	-15
c1ccc(N2CCN(Cc3cn4ccccc4n3)CC2)cc1	1	-3	-20	-1	1	-10	-4	2	-13
O=C(CP(=O)(O)CC(=O)c1ccccc1)c1ccccc1	0	0	-10	2	-2	-8	-2	0	-18
CCOC(=O)c1cnc(SCC(=O)c2ccc3c(c2)OCCO3)nc1N	-5	-2	-3	1	3	5	1	-1	-17
CC(=O)Oc1ccc2c(=O)c(/C=N/c3cc(=O)[nH]c(=S)[nH]3)coc2c1	-10	-10	21	-48	-2	20	-15	-8	-1
CCn1cc(C(=O)O)c(=O)c2cc(F)c(N3CCN(C(=O)Nc4ccccc4)CC3)cc21	-3	-1	-14	4	-4	-7	-10	-2	-6[20 µM]
CCCOc1ccc(C2C(C(=O)c3ccc(C)o3)=C(O)C(=O)N2CCN2CCOCC2)cc1OC (stereo not given)	-6	-1	14	-8	4	-6	-13	0	-3
CC(=O)N1CCN(CCN2C(C)=CC(=C(C#N)C#N)C=C2C)CC1	-3	7	8	3	4	-17	-62	1	2
O=C(c1ccc(NS(=O)(=O)c2ccc3c(c2)OCCO3)cc1)N1CCCCC1	2	-6	-8	-1	0	-4	2	1	-3
O=c1c2c(nc3cc(-c4ccc(Cl)cc4)[nH]n13)CCS2	-3	1	-110	6	0	4	-2	26	-12
NCCc1nnc(SCc2c(F)cccc2Cl)o1	-6	-10	-8	1	-2	-26	1	-2	-21
CCN(CCO)c1ccc(NC(=S)Nc2cccc(S(=O)(=O)N(C)C)c2)cc1	0	4	-18	15	6	0	-7	19	6
COc1ccc(-n2nnc3c(=O)n(CC(=O)N4CCCCC4)cnc32)cc1	/	1	/	-7	2	/	1	0	-28
C=CCNC(=O)Nc1cc(Cl)ccc1OC	-3	4	0	-1	1	-7	-1	0	-26
Cc1ccc(C)c(NC(=O)CCC(=O)N/N=C/c2ccc3c(c2)OCO3)c1	4	-6	7	1	-1	-4	-8	1	-9
CC(=O)Nc1ccc(S(=O)(=O)NC2(C(F)(F)F)N=C(c3ccccc3)NC2=O)cc1 (stereo not given)	-9	-2	16	17	3	8	-1	0	-16[20 µM]
